Source: PubChem
14-3-3 Bad PPI: inhibitors of 14-3-3 zeta/Bad binding, primary screen, biochemical, TR-FRET, bovine 14-3-3 zeta. inhibition, % at 21.7 µM. 0.71% of 220,000 active. AID 781, 2007. TR-FRET 14-3-3zeta/Dy647-pBad peptide displacement, 1 h. 14-3-3 protein zeta/delta (Bos taurus), P63103;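 active = inhibition above about 70%, limit read from the data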;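 note: 0% = full 14-3-3 plus peptide FRET controls and 100% = background without 14-3-3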
eIF4E 4G PPI: eIF4E–eIF4G protein interaction inhibitors, primary screen, biochemical, uHTS, TR-FRET, eIF4GI fragment. 0.37% of 220,000 active. Eukaryotic translation initiation factor 4E (Mus musculus) + Eukaryotic translation …. inhibition, % at 21.7 µM. TR-FRET eIF4E-eIF4GI(517-606) binding, 2 h. AID 782, 2007;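 active = inhibition above about 30%, limit read from the data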;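 note: 0% = full FRET control wells and 100% = background wells lacking eIF4GI fragment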
hK5 inh: human KLK5 protease inhibitors, primary screen, biochemical, 1536-well; Kallikrein-5 (Homo sapiens), Q9Y337; recombinant hK5, fluorogenic AMC substrate cleavage; inhibition, % at 5 µM; 0.59% of 210,000 active;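 active = inhibition of 40% or more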;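 note: 0% = enzyme controls without compound and 100% = no-enzyme blanks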
Target sequence (Q9Y337 67-293 limits assumed): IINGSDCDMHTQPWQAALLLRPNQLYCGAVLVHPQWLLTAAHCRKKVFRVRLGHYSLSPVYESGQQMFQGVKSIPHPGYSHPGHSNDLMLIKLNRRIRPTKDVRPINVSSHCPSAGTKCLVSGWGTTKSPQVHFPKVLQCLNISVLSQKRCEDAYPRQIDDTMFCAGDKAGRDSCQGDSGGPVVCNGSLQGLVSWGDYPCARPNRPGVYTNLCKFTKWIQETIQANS
Wee1 stabilizer: Wee1 degradation inhibitors, primary screen, cell-based, HeLa, Wee1K328M-luciferase, luminescence; Wee1-like protein kinase (Homo sapiens), P30291; HeLa Luc-Wee1K328M stability; 100% = proteasome inhibitor MG132 effect; reporter increase, % at 5 µM; 1.2% of 220,000 active; AID 1321, 2008;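 active = activation above the mean of all tested compounds plus 3 SD, set per screening run, cut at about 8.8% in these data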;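 note: cells exposed to compound for 20 h before luminescence read; 0% = DMSO alone and 100% = MG132 at 30 µM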
Target sequence (P30291 whole entry K328M): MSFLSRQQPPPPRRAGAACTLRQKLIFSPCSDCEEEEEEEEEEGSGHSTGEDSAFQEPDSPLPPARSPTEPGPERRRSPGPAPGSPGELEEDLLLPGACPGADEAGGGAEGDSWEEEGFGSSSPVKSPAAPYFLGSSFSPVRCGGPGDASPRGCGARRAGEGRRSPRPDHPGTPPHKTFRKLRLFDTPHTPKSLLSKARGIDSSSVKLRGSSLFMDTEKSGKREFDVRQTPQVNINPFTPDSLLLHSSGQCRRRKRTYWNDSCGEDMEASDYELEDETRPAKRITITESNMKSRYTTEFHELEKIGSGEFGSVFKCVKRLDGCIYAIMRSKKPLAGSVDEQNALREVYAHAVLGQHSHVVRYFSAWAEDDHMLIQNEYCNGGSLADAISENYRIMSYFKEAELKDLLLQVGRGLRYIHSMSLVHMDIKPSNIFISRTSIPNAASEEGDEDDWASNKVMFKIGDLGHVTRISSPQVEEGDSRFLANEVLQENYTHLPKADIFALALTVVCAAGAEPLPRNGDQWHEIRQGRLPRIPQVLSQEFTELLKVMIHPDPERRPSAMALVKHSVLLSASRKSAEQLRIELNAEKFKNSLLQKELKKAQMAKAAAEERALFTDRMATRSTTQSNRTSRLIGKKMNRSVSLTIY
Rad51 HR inh: human RAD51 strand exchange inhibitors, primary screen, biochemical, fluorescence; DNA repair protein RAD51 homolog 1 (Homo sapiens), Q06609; hRad51 DNA strand exchange, fluorescence dequenching; inhibition, % at 10 µM; 0.085% of 200,000 active; AID 1385, 2008;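 active = inhibition above 40% at the single screening dose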;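 note: 0% = DMSO control wells and 100% = blanks with heterologous ssDNA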
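material = hRad51 filaments on single-stranded DNA | reagent = Donor/quencher-labelled 47-bp dsDNA substrate | compound = 10 µM final, single point | schedule = strand-exchange reaction 15 min at room temperature | measured by = fluorescein emission 520 nm, excitation 485 nm | read-out basis = % inhibition versus plate control and blank means | benchmarks = plate controls and plate blanks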
MDM2 E3 inh: MDM2-luciferase reporter signal enhancers, primary screen, MDM2 E3 ligase inhibitor project, cell-based, luminescence, 1536-well; E3 ubiquitin-protein ligase Mdm2 (Homo sapiens), Q00987; cell-based MDM2 ubiquitination luciferase reporter, 2 h; 0 = plate control, 100 = twice control, blank-subtracted; signal enhancement, % at 5 µM; 0.11% of 210,000 active;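 active = signal enhancement of 30% or more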;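 note: luminescence tracks abundance of the self-degrading MDM2-luciferase fusion protein; higher signal means inhibition of MDM2 E3 ligase activity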
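Buffer or medium: Cells held in DMEM | Assay system: Stable mammalian line carrying autodegrading MDM2–luciferase fusion reporter | Quantity: 2000 cells/well | Times: 4 h settle plus 2 h compound, 37 °C | Doses: One concentration, 5 µM, with 0.2% DMSO | Technique: Luminescence with SteadyLite reagent, 15 min at room temperature | Benchmarks: Plate controls and plate blanks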
p97 ATPase inh: inhibitors of human p97 ATPase, primary screen, biochemical; Transitional endoplasmic reticulum ATPase (Homo sapiens), P55072; recombinant p97 ATPase, Kinase-Glo ATP luminescence, 3 h; inhibition, % at 8 µM; 0.42% of 220,000 active; AID 1481, 2009; in the data active = inhibition above about 15%;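 note: 0% = DMSO vehicle and 100% = wells lacking enzyme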
FXIa inh: human FXIa protease inhibitors, primary screen, biochemical, 1536-well | 0.14% of 220,000 active | AID 798, 2007 | inhibition, % at 5 µM | Coagulation factor XI (Homo sapiens), P03951 | purified FXIa, Boc-Glu-Ala-Arg-AMC fluorogenic substrate;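 active = inhibition of at least 40%; inactive = inhibition below 40%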;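 note: fluorescence of freed AMC excited at 355 nm; 0% = enzyme without compound and 100% = no enzyme blank; many of its hits are not listed in these tables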
FXIIa inh 1536: human FXIIa protease inhibitors, primary screen, biochemical, 1536-well; inhibition, % at 5 µM; AID 800, 2007; purified FXIIa, Boc-QGR-AMC fluorogenic substrate, 2 h; 0.3% of 220,000 active; in the data active = inhibition above about 40%;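 note: 0% = enzyme with no compound and 100% = blank without enzyme; many of its hits are not listed in these tables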
* marks the source's active call; other numbers are inactive results; . = no result given; & = joins results of further samples; [ ] = dose if it differs, or a comment.

SMILES,14-3-3 Bad PPI,eIF4E 4G PPI,hK5 inh,Wee1 stabilizer,Rad51 HR inh,MDM2 E3 inh,p97 ATPase inh,FXIa inh,FXIIa inh 1536
COc1ccc(CCn2c(O)c(/C=N/N3CCOCC3)c(=O)[nH]c2=O)cc1OC,-1,4,2,-1,.,17,9,2,8
O=C1NC(=O)C(=Cc2ccc(Oc3ccc([N+](=O)[O-])cc3)cc2)C(=O)N1,-11,0,-12,-1,19,-4,1,-2,2
CCCn1c(C(=O)c2ccccc2)nc2ccccc21,-3,1,-1,3,-10,-17,0,-1,4
Cc1ccc(CNC2=NCCS2)cc1,3,-3,-1,1,26,-98,5,1,-2
CCC1(c2ccccc2)C(=O)N(COC)C(=O)N(COC)C1=O,4,9,-19,1,6,-27,4,-14,-4
COc1ccc(-n2c(-c3ccccc3)nc3ccccc3c2=O)cc1,3,-6,4,-1,-7,-4,1,2,12
CCSc1nnc([C@@H](N)Cc2ccccc2)o1,4,4,-6,2,5,-16,-4,3,9
CCC(COC(=O)c1cc(OC)c(OC)c(OC)c1)(c1ccccc1)N(C)C (stereo not given),-6,-1,-17,-1,-7&5,.,-1,3,13
O=C1NC(=O)N(c2ccc(Cl)cc2)C(=O)/C1=C/c1coc2ccc(O)cc2c1=O,11,9,2,7,1,-14,1,4,8
Cc1cc(CN(C)C)c(OC(=O)N(C)C)cc1C,7[fluorescence artefact?],5,8,-2,4,-10,3,6,3
COc1ccc(C(=O)OC2CC[C@@]3(C)C4CCC5[C@]6(O)CC(O)[C@@]7(O)C(CN8CC(C)CCC8[C@@]7(C)O)[C@]6(O)C[C@@]53O[C@]24O)cc1OC (stereo not given in full),-3,6,-1,-1,7,-3,-12,3,11
O=C(Cc1cccs1)N1CCC2(CC1)OCCO2,2[fluorescence artefact?],4[fluorescence artefact?],0,1,-11,-12,7,-4,-6
Cc1nnc2ccc(N3CCN(C)CC3)nn12,-8,-6,-9,-1,1,-9,-5,-2,12
Cc1cc(NC(=O)COC(=O)c2c(C)nn(Cc3ccccc3Cl)c2Cl)no1,-13,4[fluorescence artefact?],-7,-1,-2,-20,1,1,13
CC(=O)N1N=C(c2c(O)n(C)c(=O)n(C)c2=O)CC1c1ccccc1 (stereo not given),-6,-1,-11,-2,14,3,9,-5,7
O=c1cccc2n1C[C@H]1C[C@@H]2CN2CCCC[C@@H]12,3,-13,4,6,22,.,4,0,8
CNC(=O)Oc1cccc2ccccc12,-8,10,42*,-2,-21,-14,-2,18,28
O=c1[nH]c(=O)n(Cc2ccco2)c(O)c1/C=N/N1CCCCC1,5,4[fluorescence artefact?],-24,0,-31,-4,3,1,7
CN(C)C1=NP(N(C)C)(N(C)C)=NC(c2ccccc2)=N1,3,0,-1,-4,3,4,3,-6,-7
COP(=O)(OC)C(NC(=O)c1ccc(C)cc1)C(Cl)(Cl)Cl (stereo not given),-4,-3,-2,2,0,3,8,-1,5

Next part (7 carried over from the part before).
SMILES,14-3-3 Bad PPI,eIF4E 4G PPI,hK5 inh,Wee1 stabilizer,Rad51 HR inh,MDM2 E3 inh,p97 ATPase inh,FXIa inh,FXIIa inh 1536
Cc1cc(NC(=O)COC(=O)c2c(C)nn(Cc3ccccc3Cl)c2Cl)no1,-13,4[fluorescence artefact?],-7,-1,-2,-20,1,1,13
CC(=O)N1N=C(c2c(O)n(C)c(=O)n(C)c2=O)CC1c1ccccc1 (stereo not given),-6,-1,-11,-2,14,3,9,-5,7
O=c1cccc2n1C[C@H]1C[C@@H]2CN2CCCC[C@@H]12,3,-13,4,6,22,.,4,0,8
CNC(=O)Oc1cccc2ccccc12,-8,10,42*,-2,-21,-14,-2,18,28
O=c1[nH]c(=O)n(Cc2ccco2)c(O)c1/C=N/N1CCCCC1,5,4[fluorescence artefact?],-24,0,-31,-4,3,1,7
CN(C)C1=NP(N(C)C)(N(C)C)=NC(c2ccccc2)=N1,3,0,-1,-4,3,4,3,-6,-7
COP(=O)(OC)C(NC(=O)c1ccc(C)cc1)C(Cl)(Cl)Cl (stereo not given),-4,-3,-2,2,0,3,8,-1,5
CCCCn1c(O)c(/C(CC)=N/N2CCCCC2c2cccnc2)c(=O)[nH]c1=S (stereo not given),2,1,-1,-1,-14,-15,-5,0,4
CCN1C(=O)C(=Cc2ccc(C)s2)C(=O)N(CC)C1=S,-6[fluorescence artefact?],3,-12,2,.,3,4,9,15
CCN(C(=O)Oc1ccccc1)c1ccc(C(O)(C(=O)OC)C(F)(F)F)cc1 (stereo not given),-14,-3,-7,3,.,-2,2,6,8
Cn1cc(NC(=O)CCl)cn1,-8,-5,3,-3,.,-12,5,0,5
CCOc1ccc(-n2c(O)c(C=NCCN3CCNCC3)c(=O)[nH]c2=O)cc1,-13,3,-4,4,3,-14,3,-4,7
CCC1CCCCN1P(=O)(c1ccc(C)o1)C(C)(C)C (stereo not given),10,3,-14,0,-4,-18,-4,-2,14
CCOC(=O)C1(CCc2ccccc2)CCN(Cc2cccc3c2OCO3)CC1,-6,-1,.,1,7,-4,-2,4,10
Cc1cc([N+](=O)[O-])c2ccccc2[n+]1[O-],-3,3,19,0,.,-15,-3,31,28
OC12ONC(c3ccccn3)C1N1CCC2CC1 (stereo not given),11,-3,-11,-3,-1,-11,6,7,11
CCOC(=O)c1c(C)n(Cc2ccccc2)c2ccc(OCC(O)Cn3nc(C)cc3C)cc12 (stereo not given),5[fluorescence artefact?],1,-3,4,1,.,-7,11,19
O=P(O)(O)C12CC3CC(CC(C3)C1)C2,12[fluorescence artefact?],-3[fluorescence artefact?],-17,3,-2,-3,4,6,15
CC(=O)c1ccc2c(c1)C1C(Cl)C(Sc3ccccc3[N+](=O)[O-])CC1C(c1ccccc1[N+](=O)[O-])N2 (stereo not given),-8,-2,1,0,-4,.,-1,2,8
O=C1NC(=O)C(CCc2ccncc2)(Cc2ccc([N+](=O)[O-])cc2)C(=O)N1,-3,10[fluorescence artefact?],-26,1,.,.,2,0,3
Cc1ccc(-n2c(O)c(C=NCc3ccccn3)c(=O)[nH]c2=S)cc1,-15,-4,-4,2,17,-11,8,0,5
O=S(=O)(c1ccccc1)N1CC1c1ccccc1 (stereo not given),-6,6[fluorescence artefact?],-20,2,-8,0,2,-5,-1
O=Cc1cn(Cc2ccccc2[N+](=O)[O-])c2ccccc12,0[fluorescence artefact?],1,-31,1,-6,-5,-5,-9,-5
Cc1cc(S(=O)(=O)NCc2ccccc2)ccc1OCC(=O)N1CCN(C)CC1,-10,-1,-28,3,-3,1,-6,-5,-1
Cc1cc2c(C(F)(F)F)cc(=O)oc2c2c1NCCC2,-8[fluorescence artefact?],-12,-7,3,-74,-10,-1,-9,6
COc1cc(/C=C(/C)[N+](=O)[O-])ccc1OCc1ccccc1Cl,11,23,-13,1,.,-2,-5,-1,6
C=CCn1c(O)c(C(CC)=NC2CC2)c(=O)[nH]c1=O,7,-4,-19,4,3,-10,0,-11,-5
C=CCn1c(O)c(C(CC)=Nc2ccc(NC(C)=O)cc2)c(=O)[nH]c1=O,-1,-3,-1,-1,17,-8,10,8,15
COc1ccc(CCN(C)Cc2c(F)cccc2F)cc1OC,-1,7,-2,2,-2,-15,-2,1,9
Cc1cc(S(=O)(=O)NCC(C)C)ccc1OCC(=O)N1CCN(Cc2ccccc2)CC1,-4,-8,-15,0,.,-14,-8,1,5
COc1ccc(C(=O)N2CCOCC2)cc1S(=O)(=O)N1CCC(C)CC1,5,3,-1,4,2,-3,2,-1,16
CC(O)CNc1ccc([N+](=O)[O-])c2cccnc12 (stereo not given),-19,-4,-9,-1,1,2,-2,13,13
Cc1c(N=Nc2c(O)n(C)c(=O)n(C)c2=O)c(=O)n(-c2ccccc2)n1C,-3,-2,-57,2,0,-2,-3,-1,4
COC(=O)c1cc2c(s1)=NC=NP=2(N1CCOCC1)N1CCOCC1,-7,-7,-3,0,1,-7,4,5,20
CCOC(C(=O)OCCCN(CC)CC)(c1ccccc1)c1ccccc1,-1,-5,-29,-2,15,-14,-3,3,14
CN(C)P1(N(C)C)=Nc2c(c(N)nn2C)C(c2ccccc2)=N1,-5,-7[fluorescence artefact?],-10,0,-9,-2,-2,5,25
C1=C(c2c[nH]c3ccccc23)CCNC1,-1,-1,-3,-1,-20,-20,5,2,14
CCc1ccc(N2C(=O)NC(=O)/C(=C/c3ccsc3)C2=O)cc1,-16,2,-5,0,7,-8,4,-2,3
CN1/C(=C\C=C2C(=O)NC(=O)NC2=O)C(C)(C)c2ccccc21,0,-1,3,1,-252,-17,3,1,8
Cc1cc(C=O)c(C)n1CC1CCCO1 (stereo not given),-11,-1,1,-1,10,-9,-1,-6,-3
Nc1ccc(S(=O)(=O)N2CCCCC2c2cccnc2)cc1 (stereo not given),-7[fluorescence artefact?],1,-8,-4,1,-32,-3,8,20
CN(C)C1=NC(N(C)C)=NP(N(C)C)(N(C)C)=N1,-4,-1,-6,-3,2,-12,5,2,11

Full records, looked up by structure.
`CCOC(C(=O)OCCCN(CC)CC)(c1ccccc1)c1ccccc1` is listed with 14-3-3 Bad PPI = -1; eIF4E 4G PPI = -5; hK5 inh = -29; Wee1 stabilizer = -2; Rad51 HR inh = 15; MDM2 E3 inh = -14; p97 ATPase inh = -3; FXIa inh = 3; FXIIa inh 1536 = 14
`C1=C(c2c[nH]c3ccccc23)CCNC1` is listed with 14-3-3 Bad PPI = -1; eIF4E 4G PPI = -1; hK5 inh = -3; Wee1 stabilizer = -1; Rad51 HR inh = -20; MDM2 E3 inh = -20; p97 ATPase inh = 5; FXIa inh = 2; FXIIa inh 1536 = 14

An excerpt; count on the stated rates, not on these rows.
